CYP2C9 inh: blockers of cytochrome P450 2C9 activity – biochemical, luminescence, ADME assay, primary screen | P11712 | CYP2C9 Supersomes, luciferin-H conversion | inhibition, % at 5 µM | hit rate 20% among 96,000;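 active = blocking of liver enzyme CYP2C9 beyond about 50% at 5 µM, limit read from the data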; also: values of inactives mirror those of a sister screen read the other way
PLK1 inh: human PLK1 kinase inhibitors, primary screen, biochemical, TR-FRET | Serine/threonine-protein kinase PLK1 (Homo sapiens), P53350 | recombinant PLK1 kinase, TR-FRET peptide phosphorylation | inhibition, % at 10 µM | hit rate 0.53% among 97,000;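 active = inhibition of 50% or more in the single-concentration screen; inactive = inhibition below 50%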;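 also: 0% = DMSO max control and 100% = H-89 dihydrochloride min control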
Plk1 PBD FP: Plk1 polo box domain binding inhibitors, primary screen, biochemical, fluorescence polarization. AID 693, 2007. Serine/threonine-protein kinase PLK1 (Homo sapiens), P53350. hit rate 0.13% among 97,000. inhibition, %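 (tested at about 20 µM)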. Plk1 PBD phosphopeptide binding; in the data active = inhibition above about 34%, passing the limit was not always enough
HIV Rev-RRE inh: HIV-1 Rev-RRE binding inhibitors, primary screen, biochemical, FRET, protein-RNA interaction; hit rate 0.79% among 97,000; Rev peptide-RRE RNA binding; inhibition, % at 8 µM;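 active = inhibition above the screen-wide mean plus 3 SD, cut at about 35% in these data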;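 also: 0% = median DMSO wells and 100% = median Neomycin B control wells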
Target sequence (P05866 whole entry, looked up): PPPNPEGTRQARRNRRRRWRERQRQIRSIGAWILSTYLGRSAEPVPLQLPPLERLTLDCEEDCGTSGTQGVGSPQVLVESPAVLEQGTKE
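System: Cy5-labelled duplex RRE RNA binding fluorescein-labelled HIV Rev peptide; Signal: fluorescein-to-Cy5 FRET, 480 nm excitation; Also added: labelled Rev peptide; Compound: one concentration, 8 µM nominal; Buffer or medium: HEPES pH 7.5 salt buffer with EDTA; Read-out: % inhibition of FRET ratio versus controls; Schedule: 5 min preincubation and 15 min binding, 25 °C.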
EphB4 antag: EphB4-ephrin-B2 interaction antagonists, primary screen, biochemical, TNYL-RAW peptide probe, fluorescence polarization. Ephrin type-B receptor 4 (Homo sapiens), P54760. hit rate 0.15% among 97,000. EphB4 LBD / TNYL-RAW-Alexa532 peptide. inhibition, % at 7 µM. AID 720, 2007;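 active = inhibition above the screen-wide mean inhibition plus 3 SD, cut at about 15% in these data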;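 also: 0% = DMSO wells and 100% = excess unlabeled TNYL-RAW peptide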
Calb biofilm kill: clotrimazole potentiators killing Candida biofilms, primary screen, with clotrimazole, Alamar Blue. C. albicans biofilm + clotrimazole. inhibition, % at 6 µM. hit rate 0.14% among 85,000;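 active = inhibition above 20%; inactive = inhibition below 20%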;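 also: preformed 24 hr biofilms exposed to compound for 48 hr; 0% = biofilm without compound and 100% = blank killed by clotrimazole plus chlorhexidine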
CYP2C9 act: human CYP2C9 activators, primary screen, biochemical, luminescence. hit rate 1.4% among 96,000. activation factor at 5 µM. Cytochrome P450 2C9 (Homo sapiens), P11712. recombinant CYP2C9, luciferin-H conversion; hits give high values; factor 1 = untreated enzyme, 0 = blocked;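 active = activation factor of 2 or more for CYP2C9 at a 5 µM dose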;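 also: 0 = sulfaphenazole-blocked wells and 1 = vehicle-only wells; values of inactives mirror those of a sister screen read the other way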
PTPN22 act: LYP phosphatase activators, primary screen, biochemical, DiFMUP fluorescence, 2 µM; Tyrosine-protein phosphatase non-receptor type 22 (Homo sapiens), Q9Y2R2; recombinant LYP; 0 = plate median, 100 = signal doubled; activation, % at 2 µM; hit rate 0.11% among 96,000; AID 697, 2007;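 active = activation at 2 µM above a set limit, the mean plus 5 SD, cut at about 37% in these data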
Target sequence (Q9Y2R2 whole entry, looked up): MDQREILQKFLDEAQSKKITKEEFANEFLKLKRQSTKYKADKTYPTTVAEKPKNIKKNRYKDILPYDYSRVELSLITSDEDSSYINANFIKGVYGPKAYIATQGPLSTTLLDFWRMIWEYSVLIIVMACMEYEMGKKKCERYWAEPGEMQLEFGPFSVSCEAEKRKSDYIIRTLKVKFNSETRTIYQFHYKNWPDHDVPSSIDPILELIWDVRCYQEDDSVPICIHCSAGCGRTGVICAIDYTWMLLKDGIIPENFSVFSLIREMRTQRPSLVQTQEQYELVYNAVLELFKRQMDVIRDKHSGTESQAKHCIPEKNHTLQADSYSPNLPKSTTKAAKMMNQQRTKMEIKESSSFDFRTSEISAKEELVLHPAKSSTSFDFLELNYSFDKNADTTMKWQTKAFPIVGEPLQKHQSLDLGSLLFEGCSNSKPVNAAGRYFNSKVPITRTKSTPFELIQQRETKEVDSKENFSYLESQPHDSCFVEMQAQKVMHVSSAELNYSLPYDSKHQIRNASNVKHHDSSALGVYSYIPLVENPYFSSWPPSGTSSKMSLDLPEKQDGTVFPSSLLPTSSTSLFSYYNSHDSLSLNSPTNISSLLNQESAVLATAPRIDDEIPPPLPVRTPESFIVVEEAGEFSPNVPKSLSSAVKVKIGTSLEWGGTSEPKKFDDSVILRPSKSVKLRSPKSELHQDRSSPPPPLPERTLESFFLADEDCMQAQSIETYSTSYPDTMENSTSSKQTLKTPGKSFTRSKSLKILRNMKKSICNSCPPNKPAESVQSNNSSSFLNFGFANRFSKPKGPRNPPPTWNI
PTPN22 inh 2: PTPN22 phosphatase inhibitors, primary screen, biochemical, DiFMUP fluorescence, 2 µM | Tyrosine-protein phosphatase non-receptor type 22 (Homo sapiens), Q9Y2R2 | recombinant LYP catalytic domain | hit rate 0.21% among 96,000 | inhibition, % at 2 µM | AID 640, 2007;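 active = inhibition at 2 µM at or above a set limit, the screen mean plus 3 SD, cut at about 24% in these data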;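 also: 0% = DMSO with enzyme and 100% = enzyme fully blocked by orthovanadate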
An asterisk follows results filed as active; . = not tested or not shown.

SMILES | CYP2C9 inh | PLK1 inh | Plk1 PBD FP | HIV Rev-RRE inh | EphB4 antag | Calb biofilm kill | CYP2C9 act | PTPN22 act | PTPN22 inh 2
CC(C)CC(=O)N1CCC(O)(CS(=O)(=O)Cc2ccccc2Cl)CC1 | 9 | -3 | -10 | 2 | -1 | . | 0.9 | 11 | -7
O=C(CN1C(=O)C2C3C=CC(C3)C2C1=O)NCCN1CCCc2ccccc21 (stereo not drawn) | -18 | -6 | -7 | 7 | -8 | . | 1.2 | 13 | -15
O=C1CCCc2c1nc(-c1cccc(Cl)c1)n2O | 11 | -18 | 10 | 11 | 4 | -2 | 0.9 | -8 | 9
CCCS(=O)(=O)N1CCn2c(nc3ccccc32)C1 | 15 | -1 | 13 | 5 | 2 | 7 | 0.8 | 9 | -10
Cc1ccc2nc(SCC(=O)Nc3cc(C)on3)[nH]c2c1 | 78* | 13 | -2 | 0 | -7 | 4 | 0.2 | 2 | -5
Cc1ccc2c(c1)N=C(c1ccc(F)cc1)CO2 | -11 | -8 | -17 | 4 | 2 | 9 | 1.1 | -3 | 7
CC(C)c1ccc(/C=C/C(=O)n2nnc3ccccc32)cc1 | -8 | -9 | -19 | 20 | -5 | . | 1.1 | 4 | -2
CC(O)C1C(=O)OC2(C)CC(C)(C)NC(=S)N12 (stereo not drawn) | . | -14 | -1 | 4 | 4 | . | . | 2 | -2
CN1C(=O)CC(N2CCC(C(N)=O)(N3CCCCC3)CC2)C1=O (stereo not drawn) | -17 | -11 | -10 | 6 | 0 | 6 | 1.2 | 6 | -4
Cc1cc(C)cc(OCC(=O)N2N=C(C(F)(F)F)CC2(O)C(C)(C)C)c1 (stereo not drawn) | . | -6 | -15 | 5 | 2 | 2 | . | -7 | 2

CYP2C9 inh, entries above that show a hit.
smiles,CYP2C9 inh,PLK1 inh,Plk1 PBD FP,HIV Rev-RRE inh,EphB4 antag,CYP2C9 act,PTPN22 act,PTPN22 inh 2
Cc1ccc2nc(SCC(=O)Nc3cc(C)on3)[nH]c2c1,78*,13,-2,0,-7,0.2,2,-5

Next section.
SMILES | CYP2C9 inh | PLK1 inh | Plk1 PBD FP | HIV Rev-RRE inh | EphB4 antag | Calb biofilm kill | CYP2C9 act | PTPN22 act | PTPN22 inh 2
O=C(Nc1nncs1)Oc1ccccc1 | -9 | -5 | 8 | 12 | 1 | 3 | 1.1 | -8 | 7
CCOC(=O)CNS(=O)(=O)c1c(C)noc1C | -3 | -7 | 4 | 3 | -5 | 0 | 1 | 0 | -2
COC(=O)c1oc2ccc(Cl)cc2c1NC(C)=O | 38 | -9 | 7 | 11 | 14 | 5 | 0.6 | -4 | 3
O=C(CN1CC(c2ccccc2)CC1=O)OCc1ccccc1F (stereo not drawn) | 56* | -10 | 2 | 3 | 3 | 4 | 0.4 | -8 | 6
CCn1c(CC(=O)Nc2cccc(Cl)c2Cl)nnc1SCCOc1ccc(OC)cc1 | 7 | -3 | -5 | 15 | -1 | 5 | 0.9 | 2 | 0
CCn1c(-c2c[nH]c3ccccc23)n[nH]c1=S | 54* | -7 | -13 | 2 | 1 | 11 | 0.5 | -8 | 6
Cc1ccc(S(=O)(=O)N(C)CC(=O)Nc2cccc3c2CCCC3)cc1 | -4 | 3 | -6 | 8 | -2 | . | 1 | 0 | 5
Cc1ccc2c(CC(=O)N3CCc4ccccc43)coc2c1 | 43 | -13 | -25 | 2 | 6 | -2 | 0.6 | -9 | 8
CCOC(=O)C(/C=C(\C#N)C(=O)OCC)=C(/N)N1CCN(c2ccc(Cl)cc2)CC1 | 21 | -11 | -16 | 7 | -2 | 6 | 0.8 | -8 | 8
OC1(c2cccc(C(F)(F)F)c2)CCN(c2ncnc3c2[nH]c2ccccc23)CC1 | . | -15 | -5 | 13 | 2 | 2 | . | 4 | -7
COc1ccccc1NC(=O)NCCN1C(=O)C2C3C=CC(C3)C2C1=O (stereo not drawn) | 3 | -5 | -14 | 0 | -9 | 3 | 1 | -2 | -1
CC(C)NC(=O)c1onc(CSc2ccc(Cl)cc2)c1C(=O)O | 70* | -15 | -16 | -4 | -6 | . | 0.3 | -5 | 8
Cc1ccc(CCNC(=O)CS(=O)Cc2nc(-c3cccc(C)c3)oc2C)cc1 (stereo not drawn) | 70* | 62* | -12 | 6 | -2 | 6 | 0.3 | . | .
Cc1ccc(NS(=O)(=O)c2ccc(C)c(C(=O)N3CCN(C)CC3)c2)cc1 | 1 | 3 | -5 | -3 | -3 | 5 | 1 | 3 | -4
CN(C(=S)NC(=O)C1(C)CC1(Cl)Cl)c1ccccc1 (stereo not drawn) | 7 | -20 | 3 | 5 | -2 | . | 0.9 | 9 | -9
Cn1c(C(C(=O)NCC2CCCO2)N(C(=O)Cn2nnc3ccccc32)C2CCCCC2)nc2ccccc21 (stereo not drawn) | 10 | -4 | -7 | 0 | 7 | . | 0.9 | 9 | -12
CC(C)(C)NC(=O)Nc1ccc2nccnc2c1 | -1 | -13 | 4 | 0 | -3 | 7 | 1 | 2 | -4
COc1ccccc1-c1cc(C(=O)NC(C)c2ccccc2)no1 (stereo not drawn) | -179 | 3 | 24 | 10 | -11 | 8 | 2.8* | -8 | 6
CCC1SC2=NC(C)=C(C(=O)OCCOC)C(c3ccc(C(=O)OC)cc3)N2C1=O (stereo not drawn) | 65* | 2 | -3 | 0 | -3 | 9 | 0.3 | 5 | -6
O=S(=O)(Cc1ccccc1)NCc1cccnc1 | 0 | -14 | 10 | 9 | -5 | 8 | 1 | -10 | 6
COCCNc1nc(SCC(=O)N2CCN(c3ccccc3OC)CC2)nc2ccccc12 | 43 | -9 | 15 | 5 | -3 | . | 0.6 | -6 | 3
COc1ccc(S(=O)(=O)NCCC(=O)NCc2ccccc2)cc1 | -70 | -12 | 13 | -1 | -8 | 6 | 1.7 | -2 | 0
O=S(=O)(c1ccccc1F)N1CCN(Cc2nc3ccccc3[nH]2)CC1 | -81 | -8 | 1 | -5 | -4 | . | 1.8 | 0 | 1
COc1ccc(S(=O)(=O)NCCCN2CCOCC2)c2ccccc12 | -86 | -18 | -16 | 5 | 7 | . | 1.9 | -15 | 18
c1ccc(-n2cnnc2SCc2nc3ccccc3s2)cc1 | 12 | -3 | -12 | 28 | -2 | 6 | 0.9 | 2 | -3
Cc1ccc(S(=O)(=O)N2CCN(C(=O)CCC(=O)NC3CCCc4ccccc43)CC2)cc1 (stereo not drawn) | 32 | -19 | -17 | 4 | 4 | 5 | 0.7 | -1 | 1
CCOC(=O)C1CCCN(c2cc(=O)n(Cc3ccc(F)cc3)c(=O)[nH]2)C1 (stereo not drawn) | 5 | -14 | -46 | 5 | 8 | 4 | 1 | 0 | -2
N#C/C(=C\c1ccc[nH]1)C(=O)NC1CC1 | -35 | 3 | 14 | 5 | 1 | 0 | 1.4 | 2 | -2
N#Cc1c2c(c(=S)n(-c3ccccc3)c1N)CCCC2 | 57* | 2 | 15 | 27 | 4 | -5 | 0.4 | 14 | -17
COCCCNC(=O)CNC(=S)N(Cc1ccc(F)cc1)C1CCCCC1 | 20 | -3 | -21 | 2 | 4 | -5 | 0.8 | -12 | 14
CC1(C)CC(=O)C2=C(C1)NC(=O)CC2c1ccccc1F (stereo not drawn) | 14 | -14 | -12 | 11 | -1 | 10 | 0.9 | -5 | 3
O=C(Nc1ncn[nH]1)c1ccc([N+](=O)[O-])cc1[N+](=O)[O-] | 4 | -10 | -7 | 8 | 0 | . | 1 | -9 | 11
COCCCNC(=O)CSc1nc2ccc(N3CCOCC3)cc2c(=O)n1CCc1ccccc1 | . | -13 | -1 | 1 | -3 | 4 | . | -16 | 16
CC12CCC(C(=O)N3CCN(c4ncccn4)CC3)(c3nc4ccccc4nc31)C2(C)C (stereo not drawn) | 52* | -4 | -1 | 7 | 6 | 0 | 0.5 | -1 | 1
NC(=O)C1C(c2ccccc2)=C1c1ccccc1 | -5 | -9 | -5 | 2 | 2 | 10 | 1.1 | -14 | 12
O=C(Cn1cnc2c(oc3ccccc32)c1=O)N1CCN(c2ccccc2)CC1 | -18 | -2 | -21 | 4 | -3 | 11 | 1.2 | 7 | -6
CCCCNC(=O)n1c(SC)nc2ccccc21 | -60 | 1 | -12 | 1 | -3 | 12 | 1.6 | 3 | -2
C/C(=N\NC(=O)c1cccc(Cl)c1)c1cccc(NC(=O)C(C)C)c1 | 10 | -7 | -14 | 2 | -2 | . | 0.9 | -8 | 10
Cc1ccc(C2=NC(C)(C)N=C2SCC(=O)Nc2ccc(Cl)cc2)cc1 | 47 | -1 | -5 | 20 | 0 | 9 | 0.5 | 2 | -3
CCN(CC)CCc1c(C)[nH]c(C(=O)OCc2ccccc2)c1C | 8 | -17 | -9 | 4 | 5 | 2 | 0.9 | -6 | 8

Look-ups from the list:
CCOC(=O)CNS(=O)(=O)c1c(C)noc1C in Calb biofilm kill is listed with 0
O=C1CCCc2c1nc(-c1cccc(Cl)c1)n2O in HIV Rev-RRE inh is listed with 11

Later entries:
SMILES | CYP2C9 inh | PLK1 inh | Plk1 PBD FP | HIV Rev-RRE inh | EphB4 antag | Calb biofilm kill | CYP2C9 act | PTPN22 act | PTPN22 inh 2
CCOC(=O)c1sc(-n2[nH]c(C)cc2=O)nc1C | 29 | -6 | -14 | -5 | -1 | -3 | 0.7 | -8 | 6
O=C(CNC(=O)c1cccs1)c1ccc(F)cc1 | . | -17 | -17 | 6 | -2 | 5 | . | -3 | 5
COc1ccc(/C=N/NS(=O)(=O)c2ccccc2)cc1OS(=O)(=O)c1ccc(C)cc1 | 93* | -16 | 3 | 9 | 6 | . | 0.1 | 8 | -6
CCC(=O)Nc1cccc(NC(=O)c2ccc3c(c2)OCO3)c1 | -19 | -1 | 7 | 2 | -1 | 10 | 1.2 | 4 | -4
CN(C)S(=O)(=O)NCc1ccc2c(c1)OCO2 | 30 | -7 | -2 | 5 | -6 | 7 | 0.7 | 7 | -12
Cc1ccc(CNc2oc(-c3cccs3)nc2C#N)cc1 | 78* | -3 | 1 | 16 | 5 | 5 | 0.2 | -11 | 11
O=C(NCCc1ccccc1)c1ccccc1NS(=O)(=O)N1CCCC1 | 86* | -24 | 2 | 8 | -3 | 5 | 0.1 | -10 | 13
O=C(CN1C2=NCCN2c2ccccc21)c1ccc(Br)cc1 | 10 | -12 | -10 | -1 | 4 | 9 | 0.9 | -6 | 7
CCC(C)(C(=O)NC1CCCC1)N(Cc1ccco1)C(=O)Cc1cccs1 (stereo not drawn) | 16 | -13 | 3 | 0 | 1 | 5 | 0.8 | 4 | 0
O=C(COc1ccc(Cl)cc1)N/N=C/CCc1ccccc1 | 0 | -9 | 5 | 5 | -12 | . | 1 | 5 | -2
CCOc1ccc(OCC)c(NC(=O)CN2CCN(C(=O)c3ccco3)CC2)c1 | 36 | -7 | 8 | 7 | -1 | -1 | 0.6 | -14 | 11
COc1ccc(Nc2ncc3c(n2)CC(c2ccc(OC)cc2)CC3=O)cc1 (stereo not drawn) | 27 | -8 | 7 | -2 | -3 | 6 | 0.7 | 6 | -11

Bioassay records from PubChem BioAssay.
